Bioassay records from PubChem BioAssay.
APOBEC3G inh – inhibitors of human APOBEC3G DNA deaminase | Q9HC16 | recombinant A3G, ssDNA deamination FAM/TAMRA fluorescence | inhibition, % at 20 µM | 0.28% of 330,000 active | AID 493012;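 active means inhibition of at least 40% at 20 µM, with no more than 30% in the related APOBEC3A deaminase screen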;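 further: plate controls were DMSO wells with A3G for no effect and wells lacking A3G enzyme for full effect; some compounds called inactive have numbers as strong as hits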
Target sequence (Q9HC16 whole entry, looked up): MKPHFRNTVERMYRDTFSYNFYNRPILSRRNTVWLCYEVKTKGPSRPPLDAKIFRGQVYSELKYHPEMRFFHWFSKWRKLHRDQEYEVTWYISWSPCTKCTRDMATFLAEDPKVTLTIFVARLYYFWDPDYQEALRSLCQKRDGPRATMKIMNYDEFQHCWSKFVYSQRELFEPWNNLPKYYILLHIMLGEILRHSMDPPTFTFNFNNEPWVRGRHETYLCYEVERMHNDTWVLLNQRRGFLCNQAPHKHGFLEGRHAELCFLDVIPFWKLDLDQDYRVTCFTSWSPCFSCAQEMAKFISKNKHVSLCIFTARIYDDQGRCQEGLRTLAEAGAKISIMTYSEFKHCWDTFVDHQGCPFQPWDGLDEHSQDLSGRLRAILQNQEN
APOBEC3A inh – blocks human APOBEC3A ssDNA deamination; inhibition, % at 20 µM; recombinant A3A, FAM/TAMRA ssDNA deamination fluorescence; 0.41% of 330,000 active; P31941;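 active means at least 40% inhibition at 20 µM here, with at most 30% in a related deaminase screen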;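 further: plate controls were A3A with DMSO for no effect and wells lacking A3A enzyme for full effect; some results filed as inactive read as strong as hits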
EBI2 block – antagonists of human EBI2 receptor. 0.81% of 360,000 active. P32249. EBI2 beta-arrestin recruitment, luminescence, 7a,25-OHC stimulated. AID 651636. inhibition, % at 5 µM; in the data active means inhibition above about 38%;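 further: enzyme fragment complementation signal reports receptor beta-arrestin coupling in cells; 0% = agonist plus DMSO wells and 100% = wells without agonist; some results beyond the cut were filed as inactive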
Gli-Sufu antag – blocks Gli-Sufu signaling in a luciferase reporter | inhibition, % at 5 µM | 0.74% of 340,000 active | Sufu-KO-LIGHT fibroblasts, Gli luciferase reporter luminescence;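 active means inhibition above about 55%, limit read from the data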;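 further: 0% = DMSO-treated cells and 100% = wells with medium but no cells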
MPTP inh – permeability transition pore inhibition. isolated mouse mitochondria, Ca2+ swelling absorbance, 30 min. AID 602449. inhibition, % at 10 µM. 1.4% of 360,000 active;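 active means inhibition of 50% or more, scaled per plate between neutral and stimulator controls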;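 further: 0% = DMSO wells given calcium and 100% = 1 mM EGTA wells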
CXCR6 inh – inhibitors of human CXCR6 receptor | inhibition, % at 20 µM | CHO-K1 PathHunter CXCR6 beta-arrestin, luminescence | 0.36% of 360,000 active | AID 602244; in the data active means inhibition above about 34%, passing the limit was not always enough;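 further: antagonist mode with CXCL16 agonist at 10 nM final; 0% = 10 nM CXCL16 with DMSO and 100% = unstimulated wells without agonist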
NR3A LBD binder – NR3A (human) ligand-binding domain modulation; NR3A LBD differential scanning fluorimetry, Tm shift; 0% = protein alone, 100% = glycine-bound protein; Tm shift relative to glycine control, % at 25 µM; 2.5% of 340,000 active; AID 1259313;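 active means melting temperature shift of at least 10% of the positive control shift, at one fixed dose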
CCR6 antagonist – blocks CCL20-driven beta-arrestin recruitment at human CCR6. P51684. CHO-K1 CCR6 PathHunter beta-arrestin, luminescence, CCL20-stimulated. inhibition, % at 20 µM. 0.49% of 340,000 active. AID 493098;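 active means compounds whose inhibition of the agonist-driven luminescence signal at 20 µM reaches about 50%, limit read from the data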;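 further: cells stimulated with CCL20 at 14 nM final; plate controls were DMSO with CCL20 for no effect and DMSO without agonist for full effect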
Target sequence (P51684 whole entry, looked up): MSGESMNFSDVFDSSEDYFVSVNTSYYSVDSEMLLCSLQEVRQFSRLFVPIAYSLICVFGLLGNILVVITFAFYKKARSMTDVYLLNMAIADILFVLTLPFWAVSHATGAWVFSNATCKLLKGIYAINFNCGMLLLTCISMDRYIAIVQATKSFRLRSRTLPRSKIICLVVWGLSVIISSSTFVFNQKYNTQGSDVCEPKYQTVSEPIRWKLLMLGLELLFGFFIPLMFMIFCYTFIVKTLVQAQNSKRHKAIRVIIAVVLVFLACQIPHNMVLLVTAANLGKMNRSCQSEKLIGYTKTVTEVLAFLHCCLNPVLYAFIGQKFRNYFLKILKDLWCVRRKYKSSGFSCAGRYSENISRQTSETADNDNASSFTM
* hit, by the source's call; x = not tested or not shown.

Start of the data: the first 7 records (preview)
SMILES	APOBEC3G inh	APOBEC3A inh	EBI2 block	Gli-Sufu antag	MPTP inh	CXCR6 inh	NR3A LBD binder	CCR6 antagonist
CCn1c(=O)c2c(nc3n2CCCN3c2cccc(C)c2)n(C)c1=O	-5	-1	-1	11	1.2	6	1	16
CCOC(=O)n1cc(C(=O)c2ccccc2O)cn1	-6	-1	23	7	-1.7	0	1	10
COc1ccc(CC(=O)NNC(=S)Nc2ccccc2)cc1Br	-1	1	-7	1	0.0	8	-19	6
CCC/C=N/NC(=O)c1cccc(Br)c1	-1	2	-1	-3	-2.0	-32	0	7
S=c1[nH]nc(-c2cccnc2)n1/N=C/c1ccco1	36	-1	-26	-8	0.4	3	2	0
CN1CCN(c2ccccc2NC(=O)c2cc3c(s2)-c2ccccc2OC3)CC1	-7	0	1	-20	1.0	3	-2	-14
COc1ccccc1C(OC(=O)c1ccco1)C(=O)NCc1ccc(F)cc1 (centres undefined)	-6	0	0	-9	0.4	4	-4	19

The list itself, from the start:
SMILES	APOBEC3G inh	APOBEC3A inh	EBI2 block	Gli-Sufu antag	MPTP inh	CXCR6 inh	NR3A LBD binder	CCR6 antagonist
CCn1c(=O)c2c(nc3n2CCCN3c2cccc(C)c2)n(C)c1=O	-5	-1	-1	11	1.2	6	1	16
CCOC(=O)n1cc(C(=O)c2ccccc2O)cn1	-6	-1	23	7	-1.7	0	1	10
COc1ccc(CC(=O)NNC(=S)Nc2ccccc2)cc1Br	-1	1	-7	1	0.0	8	-19	6
CCC/C=N/NC(=O)c1cccc(Br)c1	-1	2	-1	-3	-2.0	-32	0	7
S=c1[nH]nc(-c2cccnc2)n1/N=C/c1ccco1	36	-1	-26	-8	0.4	3	2	0
CN1CCN(c2ccccc2NC(=O)c2cc3c(s2)-c2ccccc2OC3)CC1	-7	0	1	-20	1.0	3	-2	-14
COc1ccccc1C(OC(=O)c1ccco1)C(=O)NCc1ccc(F)cc1 (centres undefined)	-6	0	0	-9	0.4	4	-4	19
CC(C)c1ccc(OCc2cccc(C(=O)N/N=C/c3cccnc3)c2)cc1	x	x	17	-148	8.9	-4	-16	0
CCc1ccc(N2CC(C(=O)OCc3csc(CC(=O)Nc4ccccc4C)n3)CC2=O)cc1 (centres undefined)	-2	-1	6	-2	1.1	4	0	5
Cc1ccc(C)c(Nc2nc3ccc(C)cc3n3cnnc23)c1	8	4	7	-3	0.6	1	-1	-5
C[N+]1=C(/C=C/Nc2ccccc2Cl)C(C)(C)c2ccccc21	-8	9	-1	56*	6.2	-8	-3	23
CCC1CCc2c([nH]c3ccccc3c2=O)O1 (centres undefined)	4	0	5	1	2.5	-17	-7	3
Cn1c(=O)c2c(nc(SCCN3CCOCC3)n2Cc2ccccc2Cl)n(C)c1=O	-7	-6	2	6	-0.7	-1	-2	2
Cc1ccc(NC(=O)CS(=O)CC(=O)N(c2ccc(C)cc2)C(C)C(=O)NC2CCCCC2)cc1 (centres undefined)	-6	4	10	10	0.7	1	4	12
CC(=O)c1ccccc1NC(=O)COC(=O)c1cc2ccccc2[nH]1	-7	-6	2	-8	-1.4	-3	-4	6
Clc1ccc(Sc2cc(N3CCOCC3)nc(-c3ccccc3)n2)cc1	-2	-1	-6	-5	-1.4	-6	0	-30
NC(=O)N/N=C/c1cc(F)cc(F)c1	-2	6	-13	-8	-1.1	-6	1	5
CCNS(=O)(=O)c1ccc(NC(=S)N2CCc3ccccc32)cc1	-8	-4	-3	-5	-0.6	-1	-3	2
Cc1cc(NC(=O)COC(=O)C2=COCCO2)c([N+](=O)[O-])cc1C	-6	3	5	31	0.4	1	0	0
CCOC(=O)C1CCCN(C(=O)C2CCN(Cc3nc(-c4ccc(Cl)cc4)oc3C)CC2)C1 (centres undefined)	x	x	2	10	14	-8	-2	4
Cc1cccc(N2CC(C(=O)Nc3ccc4c(c3)OCO4)CC2=O)c1C (centres undefined)	0	1	-4	1	1.0	-3	2	-11
CC1=CC=CC2=NC(=O)CC(C)(C(=O)N(CC(=O)NC(C)C)C3CCCC3)N12 (centres undefined)	-8	-3	-4	5	-1.8	-6	1	-13
CN1C2=CC=CC=CC2=[N+](C)C12C=CC(=[N+]([O-])[O-])C=C2[N+](=O)[O-] (centres undefined)	-1	6	10	6	11	22	1	50
O=C(NCc1ccccn1)c1cc(Br)ccc1Cl	-5	-2	1	3	-1.4	7	-1	8
CN(CC(=O)Nc1ccccc1C(F)(F)F)C(=O)COc1ncnc2sccc12	-8	0	-8	4	1.6	-7	1	6
O=C(Nc1ccc(N2CCOCC2)cc1)Nc1ccc(Cl)c(Cl)c1	-4	-1	1	1	93*	-19	33*	1
Nc1nonc1-n1nnc(C(=O)N/N=C/c2ccc(O)cc2)c1COc1ccc(F)cc1	-5	-2	-3	-24	2.2	-5	4	3
c1ccc(-c2cn3c(n2)SCC3)cc1	-3	-1	-6	-20	-5.6	0	0	-12
COc1ccc(C2CC(c3cccs3)=NN2C(=S)Nc2ccccc2)cc1OC (centres undefined)	-5	1	5	-4	-1.9	-4	0	23
CC(C)c1c(C(=O)N/N=C/c2ccc(-c3ccccc3)cc2)nnn1-c1nonc1N	-1	-1	-1	2	0.1	4	2	8
O=C(CSCc1ccccc1)Nc1nccs1	-2	-3	-11	-4	0.9	4	2	19
CC(=O)NC(c1ccccc1)c1cc([N+](=O)[O-])c2cccnc2c1O (centres undefined)	8	1	-7	-2	-19	23	-7	34
Cc1cccc(N=N/C(=C\O)C(=O)c2ccc(Br)cc2)c1	-2	-1	3	-46	-2.4	1	0	-25
Cc1ccc(NC(=O)CCS(=O)(=O)c2ccc3c(c2)NC(=O)C(C)S3)nc1 (centres undefined)	4	1	0	-4	-0.9	-7	7	0
COc1ccc2nc(-c3ccc(F)cc3)sc2c1	-11	0	2	-160	1.8	4	-31	5
CCC(C(=O)NCCN1CCN(C)CC1)n1c(C)c2cnn(-c3ccccc3)c(=O)c2c1C (centres undefined)	-4	-2	-2	94*	-0.9	7	3	13
CCc1ccc2c(CN3CCc4cc(OC)c(OC)cc4C3)cc(=O)oc2c1	-5	-1	11	6	2.2	4	4	9
CC1(C)S/C(=N/N=C/c2ccco2)NC1=O	-9	-8	-9	-5	-0.8	-5	5	8
COc1ccc(-c2nnn(CC(=O)c3c[nH]c4ccccc34)n2)cc1OC	0	3	-9	5	1.2	-1	7	-1
Oc1ccc(-c2nc(=S)[nH][nH]2)cc1	64*	-3	-4	-7	-1.5	-8	10	-2
O=c1c2sc(-c3ccccc3)cc2nc2n1CCCCC2	-8	-2	4	-92	3.8	-6	1	10
CC1(C(=O)Nc2nnc(SCc3ccccc3)s2)Cc2ccccc2C(=O)O1 (centres undefined)	-8	3	-4	1	3.0	7	-17	-11
COc1ccc2c(c1)c(=O)oc1cc(OCC(=O)N3CCC(C)CC3)ccc12	28	54*	18	-2	7.7	-2	1	14
CCN1CCCC(OC(=O)C(c2ccccc2)c2ccccc2)C1 (centres undefined)	-8	-6	-7	3	0.7	3	-2	9
O=C(Cn1cc2c(n1)CCCCC2)NCc1cccs1	-6	-2	4	-10	-1.8	-3	0	-2
Cc1ccc(N2CC(C(=O)Nc3ccc(S(=O)(=O)N4CCCC4)cc3)CC2=O)cc1 (centres undefined)	-7	-2	55*	4	-0.2	-3	-28	9
O=C(COc1ncnc2cc(Cl)ccc12)c1ccccc1	-8	-4	-5	-16	0.9	4	0	-4
CSCCC(NC(=O)c1ccco1)C(=O)OC(C)C(=O)NC(=O)NC1CCCCC1 (centres undefined)	0	2	4	-4	-0.5	1	-1	25
CCCNC(=O)CN1CCN(c2cc3ccccc3c(Cl)n2)CC1	-6	-1	-2	0	1.6	-8	1	28
O=C1CCC(=O)c2ccc3c4c(ccc1c24)CC3	x	x	-4	5	-0.3	-6	-1	-1
Cc1onc(-c2ccccc2)c1C(=O)OCC(=O)Nc1ccccc1	0	-1	7	-11	0.2	-1	-4	15
Cc1cn(CC(=O)NCC(C)c2ccccc2)c(=O)[nH]c1=O (centres undefined)	x	x	-2	21	-2.6	-6	0	0
Cc1ccc(C2(c3noc(CN(C)Cc4cccnc4)n3)CCCC2)cc1	-5	-2	-4	4	3.8	-4	-2	8
COc1ccc(NC(=O)CN(C)C(=O)C2=COCCO2)cc1	-10	-4	-3	-5	-0.1	-10	1	-3
COc1ccc(NC(=O)Nc2nc3c(s2)CCCC3)cc1	-1	1	-4	-95	12	1	22*	19

The order is random; about 5.8% have a hit in one of these screens.
